# Bioassay records as filed in PubChem BioAssay.
# D3 antag – blocks the human D3 dopamine receptor. P35462. D3R cells, DiscoveRx beta-arrestin luminescence, antagonist mode; hits give low values. max response, negative = inhibition, %. hit rate 2.5% among 360,000. AID 652054; in the data active = max response below about -50%; inconclusive = no clear call, values can overlap the other calls; also: % is scaled to controls: 0 for no effect and ±100 for the full control effect; mostly tested at two doses, the higher about 12 µM
# Target sequence (P35462 whole entry, looked up): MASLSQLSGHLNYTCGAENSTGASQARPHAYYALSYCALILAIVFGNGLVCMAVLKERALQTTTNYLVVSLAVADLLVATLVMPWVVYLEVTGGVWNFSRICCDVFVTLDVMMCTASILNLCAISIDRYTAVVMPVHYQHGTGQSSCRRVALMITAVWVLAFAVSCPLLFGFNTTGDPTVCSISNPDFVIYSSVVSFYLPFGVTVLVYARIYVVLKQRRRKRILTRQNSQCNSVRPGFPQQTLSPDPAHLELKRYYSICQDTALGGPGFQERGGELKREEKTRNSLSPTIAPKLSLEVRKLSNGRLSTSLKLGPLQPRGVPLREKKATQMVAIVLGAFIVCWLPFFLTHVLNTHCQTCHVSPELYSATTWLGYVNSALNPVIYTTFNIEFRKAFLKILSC
#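 Cells expressing the human receptor were seeded at 1500 cells/well, incubated overnight at 37 degrees C in 5% CO2, then exposed to library compounds with dopamine controls for 90 minutes at 37 degrees C before luminescent detection.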
# PLK1 PBD inh – inhibitors of human PLK1 polo-box domain binding; Plk1 PBD binding of FITC phosphopeptide, fluorescence polarization; AID 720504; Potency, µM, without a hit: max response, negative = inhibition, hits mostly inhibitors; hit rate 2.8% among 360,000; also: potency is read from the fitted curve at half-maximal effect; series mostly up to about 57 µM; % is scaled to controls: 0 for no effect and ±100 for the full control effect; nearly all actives have a fitted effect of over 65% in size
# PI5P4Ka inh – inhibitors of human PI5P4K alpha; P48426; PI5P4Kalpha enzyme, ADP-Glo luminescence, 60 min; hits give low values; max response, %; hit rate 1.2% among 330,000; active = max response of -50% or lower; inconclusive = between -30% and -50%; inactive = -30% or higher; also: value at the top dose of about 77 µM; % is scaled to controls: 0 for no effect and ±100 for the full control effect
#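 Reactions run in 0.038 M HEPES pH 7.4, 0.28 mM EGTA, 0.1% CHAPS and 5% DMSO, with PI5P4Kalpha, substrate, compound and 5 microM ATP final, one hour at room temperature. Readout is ADP-Glo luminescence.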
# GLP-1R agonist – activates the human GLP-1 receptor; P43220; HEK293 GLP-1R CRE-luciferase, luminescence, 4-6 h; cells express a hypersensitive GLP-1R form; Potency, µM (top dose mostly 45.6 µM), for the others: at the highest dose activation, most hits filed as activators; hit rate 0.007% among 380,000; AID 624172; also: potency is read from the fitted curve at half-maximal effect; % of control where 0% means no effect
# Target sequence (P43220 whole entry, looked up): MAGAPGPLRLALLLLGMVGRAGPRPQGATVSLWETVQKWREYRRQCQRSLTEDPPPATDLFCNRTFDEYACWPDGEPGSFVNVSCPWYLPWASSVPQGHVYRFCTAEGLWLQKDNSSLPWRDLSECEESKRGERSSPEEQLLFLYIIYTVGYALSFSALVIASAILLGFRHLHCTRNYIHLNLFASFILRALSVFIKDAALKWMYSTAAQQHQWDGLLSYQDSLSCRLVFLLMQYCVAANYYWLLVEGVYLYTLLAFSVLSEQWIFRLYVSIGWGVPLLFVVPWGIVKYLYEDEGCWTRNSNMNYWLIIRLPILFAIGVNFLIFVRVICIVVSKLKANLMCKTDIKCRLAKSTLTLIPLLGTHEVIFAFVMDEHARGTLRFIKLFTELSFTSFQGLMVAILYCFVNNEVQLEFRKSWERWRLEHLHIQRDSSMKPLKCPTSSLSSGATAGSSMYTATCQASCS
# GLP1R cytotox – cytotoxicity counter-screen for GLP-1 receptor inverse agonists. HEK293 cAMP-luciferase reporter cells, luminescence, 24 h. hit rate 0.13% among 410,000. Potency, µM (series often up to 38.3 µM), without a hit: at the top dose activity change, negative = inhibition, usual class: inhibitors. AID 624418;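 also: loss of luciferase light is scored as toxicity; potency is read from the fitted curve at half-maximal effect; % is scaled to controls: 0 for no effect and ±100 for the full control effect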
#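 Cells in DMEM/10% Nu serum/1% pen-strep, 1536-well format. Pre-incubated 12 h, dosed with 23 nL compound, incubated a further 24 h. Luciferase detection, 12 min at room temp, luminescence.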
# IL-2 act – IL-2 activation; IL-2 activation reporter assay, cell-based qHTS; stimulated with anti-CD3/CD4/CD28 beads; in transgenic mouse T cells; activation, % (series mostly up to about 46 µM); hit rate 0.065% among 360,000; AID 652025; in the data active = activation above about 50%; inconclusive = mostly about 30% to 49%; also: 0% is about no effect
#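 Unstimulated transgenic mouse T cells, 750 per well, received compound and, after 60 minutes, anti-CD3/anti-CD4 bead plus anti-CD28 stimulation. EGFP and DsRed were quantified after 18 hours.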
# GLP1R inv ag – inverse agonists of human GLP-1 receptor. P43220. HEK293 GLP-1R CRE-luciferase, luminescence, 24 h; GLP-1R form is constitutively active. Potency, µM (doses to about 38.3 µM), for the others: at the top dose activity change, negative = inhibition, actives largely listed as inhibitors. hit rate 1.6% among 410,000; also: potency is read from the fitted curve at half-maximal effect; % is scaled to controls: 0 for no effect and ±100 for the full control effect; nearly all actives have a fitted effect of over 55% in size
#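 Using stably transfected HEK293 (constitutively active GLP-1R, cAMP-luciferase reporter), compounds were incubated 24 hr and luciferase measured by luminescence.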
# WRN inhibitor – WRN helicase (human) inhibition. WRN helicase unwinding, fluorescent forked duplex, kinetic. Potency, µM (series often up to 114 µM), for the others: at the highest dose activity change, negative = inhibition, hits mostly inhibitors. hit rate 0.46% among 360,000. AID 651768; also: potency is read from the fitted curve at half-maximal effect; % is scaled to controls: 0 for no effect and ±100 for the full control effect; nearly all actives have a fitted effect of over 55% in size
#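 WRN at 20 nM final was preincubated with compound for 15 min at room temperature; reaction started with 100 nM forked duplex oligonucleotide carrying fluorophore and quencher plus 2 mM ATP (final). Unwinding followed kinetically by red fluorescence (ex 525/em 598 nm).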
# DRD3 agonist – agonists of human D3 dopamine receptor. D3R DiscoveRx beta-arrestin cells, luminescence, 90 min. hit rate 0.58% among 410,000. P35462. max activation, %; in the data active = max activation above about 30%; also: 0% is about no effect; mostly tested at two doses, the higher about 12 µM
#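 Agonist mode: compounds and dopamine controls were applied to plated cells for 90 min at 37 degrees C after an overnight attachment at 1500 cells/well. Luminescent read-out followed 30 - 60 minutes at room temperature with DiscoveRx detection reagent.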
# Active calls of the source: *; ? = inconclusive; / = not tested or not shown; & = joins results of further samples; [ ] = remark or other dose. Unless noted, calls follow the shape of the dose curve; as a rule, active = well fitted curve in the direction sought with a large enough effect; inconclusive = small, poorly fitted or top-dose-only effect, or another doubt; inactive = no such curve, though single readings can be large; an effect the other way counts as inactive or inconclusive.
SMILES,D3 antag,PLK1 PBD inh,PI5P4Ka inh,GLP-1R agonist,GLP1R cytotox,IL-2 act,GLP1R inv ag,WRN inhibitor,DRD3 agonist
CN(C)c1ccc(/C=C2\CCC/C(=C\c3ccccc3)C2=O)cc1,-3,-11%,25,-6%,1%,11,?,50µM*,8
CC(C)CC1COC(=O)N1 (configuration not stated),-15,-1%,-5,0%,5%,0.1,-5%,-1%,-2
Cc1ccc(S(=O)(=O)Nc2nc(C)cc(NN)n2)cc1,-2,-4%,0,-7%,6%,0.0,?,2%,0
COc1ccc(N2CCN(c3oc(COc4ccc(Cl)cc4Cl)nc3C#N)CC2)cc1,-9,-15%,16,-18%,55%,0.1,?,-6%,-6
CC(C)C[C@H](NC(=O)c1[nH]cnc1C(=O)N[C@@H](Cc1ccccc1)C(=O)OC(C)(C)C)C(=O)OC(C)(C)C,?,-1%,4,2%,-25%,-0.9,10µM*,-8%,-34
Cc1ccc(SCC(=O)NCCc2ccccc2)cc1,2,-15%,-6,19%,3%,0.3,?,16%,3
O=C(CNCc1ccccn1)N1CCc2ccccc2C1,-27,-10%,-2,1%,12%,-0.9,-6%,0%,-14
OC(COCc1cccs1)CN1CCN(c2ccccc2Cl)CC1 (configuration not stated),-69*,2%,-6,-2%,-3%,-1.6,-23%,-6%,-18
CC(C)NC(=O)[C@H]1N2C(=O)c3ccccc3C2SC1(C)C (some centres not stated),1,-4%,12,0%,-7%,-3.3,11%,10%,8
CCOc1ccc(-c2nc(-c3ccccc3)no2)cc1OCC,14,0%,4,9%,-4%,-3.8,-6%,-8%,3
CC(C)(C)[C@@H]1C=C(C(N)=O)O[C@H](OCCCCO)C1,20,0%,1,-4%,1%,-0.4,11%,7%,19
CC(=O)NC1=C(NC2CCS(=O)(=O)C2)C(=O)c2ccccc2C1=O (configuration not stated),-4,?,-17,-5%,13%,-3.5,14%,3%,-15
CC1CN(c2snnc2C=C2C(=O)OC(C)(C)OC2=O)CC(C)O1 (configuration not stated),2,?,-1,-1%,-8%,-2.3,-7%,-5%,5
O=C(c1ccc(-c2cccc(C(F)(F)F)c2)o1)N1CCN(c2ccccc2O)CC1,8,2%,0,-17%,?,-0.5,?,-8%,13
NC(=O)C1CCN(c2nc(C3CC3)nc3c2nnn3Cc2ccccc2)CC1,-26,-7%,/,15%,9%,-3.3,0%,1%,-10
Nc1ccc(C(=O)N2N=C(c3ccc(F)cc3)CC2(O)C(F)(F)F)cc1 (configuration not stated),17,3%,11,19%,-11%,-3.4,?,-5%,4
O=C(CCCOc1ccc(Br)cc1)Nc1nnc(C2CC2)s1,6,-7%,-4,-5%,2%,-0.6,-2%,0%,-5
CC(=O)c1ccc(N2CCN(C(=O)c3ccc4[nH]c(C)c(C)c4c3)CC2)cc1,-15,-11%,2,-4%,12%,1.4,?,-9%,-2
COc1ccc(N2CCN(CCNC(=O)Nc3cc(Cl)ccc3OC)CC2)cc1,?,-7%,3,2%,0%,0.0,?,2%,-4
Cc1c(O)c(=O)ccn1C,-24,-3%,-8,1%,9%,1.1,15%,-4%,-12&-1
CCOC(=O)c1[nH]c(C)c(C(=O)OCC(=O)NC(=O)NC(C)(C)C)c1C,7,-2%,/,-7%,-3%,0.0,2%,8%,1
C=CCNc1nc2c(c(=O)n(C)c(=O)n2C)n1Cc1ccc(F)cc1,-30,-9%,0,-1%,4%,-4.8,-4%,-9%,2
COc1ccc(S(=O)(=O)NCC2CCCN(C(=O)CSC)C2)cc1 (configuration not stated),4,0%,0,-1%,-8%,0.4,-10%,-1%,3
Cc1cccc(C(C)n2nnc3ccccc32)c1O (configuration not stated),0,-10%,-6,14%,-27%,0.0,-25%,-8%,-16
Cc1ccc(/C=N/NC(=O)c2cc(C3CC3)nc3ccccc23)o1,15,-5%,-2,18%,?,-5.5,?,8%,-4
# Next part
SMILES,D3 antag,PLK1 PBD inh,PI5P4Ka inh,GLP-1R agonist,GLP1R cytotox,IL-2 act,GLP1R inv ag,WRN inhibitor,DRD3 agonist
O=C(Cn1cc(C(F)(F)F)ccc1=O)N/N=C/c1ccc(O)cc1,2,-6%,1,-1%,-1%,0.7,0%,4%,-3
O=C(NCc1ccco1)c1cc([N+](=O)[O-])ccc1Cl,10,-1%,1,0%,-4%,1.5,-17%,-14%,1
COc1cccc(/C=C2\SC(=S)N(NS(=O)(=O)c3ccccc3)C2=O)c1OC,8,?,-60*,-5%,?,0.3,?,-13%,2
CS(=O)(=O)c1ccc(Cl)c(NC(=O)COC(=O)c2ccc(S(=O)(=O)N3CCCC3)cc2)c1,22,3%,-8,-4%,3%,0.5,2%,-16%,4
Cc1cccc(-c2cc3nc(C)cc(NCCCn4ccnc4)n3n2)c1,-7,24µM*,8,6%,-13%,-0.2,0%,-10%,-1
COc1cccc(CN(C)C(=O)CCNC(=O)c2ccco2)c1,-13,-3%,3,0%,4%,0.3,4%,5%,1
CCCCCCCCNC(=O)/C(C#N)=C/c1ccc2c(c1)OCCO2,12,-26%,2,6%,4%,0.4,-17%,9%,-2
COc1cccc(N2CCN(C(=O)c3cccc(S(=O)(=O)N4CCCC4)c3)CC2)c1,16,-1%,1,4%,-14%,0.3,-29%,-7%,1
O=C(Nc1ccc(F)c(Cl)c1)N1CCCC1,-11,-17%,-6,11%,5%,-4.4,15%,1%,-13
Cc1ccccc1Cn1cnc2ccccc2c1=O,1,-5%,-3,6%,9%,-2.7,-1%,6%,21
N/C(=N\OC(=O)c1ccc(Cl)c(Cl)c1)c1cccnc1,11,0%,0,1%,0%,-1.7,3%,-8%,2
Cc1cccc(NC(=O)CN2C(=O)NC(C)(c3ccc4c(c3)OCO4)C2=O)c1 (configuration not stated),-13,-1%,-1,5%,5%,-2.2,1%,2%,1
C=C1CSc2nc(=O)c3c4c(sc3n21)CCC4,17,-7%,-4,3%,-24%,-0.9,11%,-16%,1
CCCCCCOc1ccc(N2C(=O)CC(N(CCc3ccc(S(N)(=O)=O)cc3)C(C)=O)C2=O)cc1 (configuration not stated),-1,-28%,2,19%,0%,-4.1,9%,-1%,3
CCOC(=O)c1ccc(NC(=S)NCC(O)c2ccccc2)cc1 (configuration not stated),-3,-7%,-13,0%,-16%,1.7,?,-4%,-10
CCCNC(=O)C1(C)CCCN(Cc2ccc(-c3ccccc3)cc2)C1 (configuration not stated),24,-5%,3,5%,8%,-0.7,?,0%,6
CC1CCCCC12NC(=O)N(CC(=O)Nc1ccc(S(=O)(=O)Nc3ncccn3)cc1)C2=O (configuration not stated),-6,-6%,-3,-6%,0%,3.8,9%,19%,-4
CC(=O)Nc1ccc2nc(-c3ccccn3)[nH]c2c1,-25,-4%,-9,2%,4%,-0.8,10%,0%,1
O=C1NC[C@H](c2ccccc2)N(CCc2cccc3ccccc23)C1=O,21,2%,-1,-5%,?,-0.5,-3%,3%,26
N#Cc1c(N)nc2c(c1-c1ccc(Br)s1)CCCC2,9,0%,0,1%,-26%,2.1,23%,4%,2
O=S(=O)(c1ccccc1)C(/C=N\O)/C=C/c1ccccc1 (configuration not stated),2,3µM*,1,6%,?,3.8,-23%,?,2
CC(C)(CNC(=O)C1CCCN1C(=O)c1cccs1)N1CCOCC1 (configuration not stated),-11,-6%,15,-1%,-6%,-0.8,-20%,0%,3
O=S1(=O)c2ccc(Br)cc2N2CCC[C@@H]2CN1Cc1ccccc1,?,-8%,11,4%,-17%,-0.5,?,-11%,-33
Cc1c(N=C2SCC(=O)N2/N=C/c2ccccc2)c(=O)n(-c2ccccc2)n1C,7,2%,-9,8%,-2%[1.53 µM],0.4,-16%,-31%[57.1 µM],1
COc1ccc(C(=O)NN)cc1COc1ccc(Br)cc1,-4,0%,8,2%,-10%,0.6,-12%,-10%,-4
# The results go on:
SMILES,D3 antag,PLK1 PBD inh,PI5P4Ka inh,GLP-1R agonist,GLP1R cytotox,IL-2 act,GLP1R inv ag,WRN inhibitor,DRD3 agonist
COc1ccc(C(=O)Cc2ccc3c(c2)OCO3)c(O)c1,-15,1%,0,11%,0%,-0.1,12%,-14%,-4
O=C(c1cc2nc(-c3ccco3)cc(C(F)(F)F)n2n1)N1CCCc2ccccc21,0,-17%,-12,0%,-4%,-0.5,-17%,-3%,-13
CCCOc1ccc(C2C(=O)N(C3CCCCC3)CC(=O)N2CCC)cc1OC (configuration not stated),18,-1%,/,2%,12%,-1.3,3%,12%,2
CNC(=O)CSc1nc2ccccc2c(=O)n1CCc1ccccc1,-4,-2%,-3,3%,8%,2.9,0%,3%,1
CCCCCCC1CC(CCC(=O)Nc2ccc([N+](=O)[O-])cc2)C(=O)O1 (configuration not stated),20,-1%,11,-3%,-7%,-1.8,1%,-7%,-1
COCCC(=O)N1CCC(Oc2ccc(C(=O)NCc3ncc(C)[nH]3)cc2)CC1,-15,-3%,0,-11%,1%,-0.6,-12%,-14%,-1
COc1ccc(-c2cc(NCc3ccccn3)n3ncnc3n2)cc1,17,-18%,-19,2%,-2%,-3.2,8%,-8%,1
O=c1c(Cl)cc(Cl)nn1-c1ccccc1,-17,-4%,-1,3%,?,-6.2,?,-2%,1

# Shown with values under each structure: entries from further up.
# Every second line gives: D3 antag | PLK1 PBD inh | PI5P4Ka inh | GLP-1R agonist | GLP1R cytotox | IL-2 act | GLP1R inv ag | WRN inhibitor | DRD3 agonist
- COc1ccc(C(=O)Cc2ccc3c(c2)OCO3)c(O)c1
→ -15 | 1% | 0 | 11% | 0% | -0.1 | 12% | -14% | -4
- O=C(c1cc2nc(-c3ccco3)cc(C(F)(F)F)n2n1)N1CCCc2ccccc21
→ 0 | -17% | -12 | 0% | -4% | -0.5 | -17% | -3% | -13
- CCCOc1ccc(C2C(=O)N(C3CCCCC3)CC(=O)N2CCC)cc1OC (configuration not stated)
→ 18 | -1% | / | 2% | 12% | -1.3 | 3% | 12% | 2
- CNC(=O)CSc1nc2ccccc2c(=O)n1CCc1ccccc1
→ -4 | -2% | -3 | 3% | 8% | 2.9 | 0% | 3% | 1
